Bioassay records from PubChem BioAssay.
Pf Dd2 growth = Plasmodium falciparum Dd2 growth inhibition; 120,000 compounds, 4.3% hits; AID 1347417; P. falciparum Dd2 growth, SYBR Green, 72 h; Potency, µM (titrated, usually from 28.9 µM), inactives show top-dose activity, negative = inhibition, usual class: inhibitors; active = well fitted inhibition curve with a large enough effect; inconclusive = small, poorly fitted or top-dose-only effect; inactive = no such curve, though single readings can be large or run the other way;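 also: plate controls were DMSO vehicle for no effect and reference drug for full effect; nearly all actives have a fitted effect of over 65% in size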
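Infected erythrocytes (Dd2, 0.3% parasitemia, 2.5% hematocrit final) are added to compound in RPMI-1640/Albumax II medium, grown 72 h at 37C in low oxygen, then lysed with saponin/Triton-X containing SYBR Green and read by fluorescence.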
The depositor's hits bear a star; i = inactive; ? = inconclusive; [ ] = another dose, or the depositor's remark. Potency is read from the fitted curve at half-maximal effect. Some of the compounds tested. The share of hits here may be higher or lower than overall.

smiles	Pf Dd2 growth
CCOc1ccc(C(=O)N2CCC[C@H]2c2nc(-c3ccccc3)no2)cc1	-3%
Cc1ccc(OCc2nc(C3CCCCN3C(=O)c3ccn[nH]3)no2)cc1 (stereo not given)	-13%
Cc1noc(C)c1C(=O)N1Cc2ccccc2CC2(CCCN(C)C2)C1 (stereo not given)	-27%
Fc1ccc(Nc2ncc(-c3cccnc3)c3c2OCC3)cc1	?
Clc1ccccc1C1(c2ccnc(NC3CC3)n2)CCNCC1	?
CCC1CCCCN1CCCNC(=O)CN1C(=O)c2cccnc2Oc2ccc(Cl)cc21 (stereo not given)	3%
COc1ccc(C)cc1NC1(c2ccccc2)C(=O)c2ccccc2C1=O	9%[5.79 µM]
CCCN1CCN(c2ncnc3sc(C(=O)Nc4ccc(C(C)C)cc4)c(C)c23)CC1	?
O=C(C[C@@H]1CCNC[C@@H]1Cc1cc(COc2ccccc2)on1)NC1CCCCC1	-12%[44.1 µM]
O=c1c(-c2cccs2)ccc2n1C[C@H]1C[C@@H]2CN(Cc2cc3ccccc3o2)C1	-16%[44.1 µM]
CCC1(O)CCC12CCN(C(=O)CC(C)C)CC2 (stereo not given)	-22%
O=C(Nc1ccccc1C(=O)N1CCCCC1)c1nsc2ccccc12	19%
O=C(Cc1ccc(F)cc1)N1CCC2(CC1)COc1ccccc1[S+](=O)([O-])N2	-21%
COc1ccc(Cn2c(C3CCN(C(=O)c4ccc(C)cc4)CC3)n[nH]c2=O)cc1	?
CN1C(=O)CS(=O)(=O)C12CCN(C(=O)c1ccc3c(c1)OCO3)CC2	11%
COc1cccc(CN2Cc3nc(-c4cc5ccccc5o4)ccc3OCC2=O)c1	-10%[44.1 µM]
COC(=O)c1sc(-c2ccccc2)cc1NC(=O)Nc1ccc(Cl)cc1	?
CCn1cc(S(=O)(=O)N2CC(N(C3CCOCC3)S(C)(=O)=O)C2)cn1	0%
O=C(c1cscn1)N1CCC2(CNS(=O)(=O)c3cnccc3O2)C1 (stereo not given)	18%
CCc1nc2cc(N3CCC(C(=O)NCc4cccnc4)CC3)cnc2nc1CC	i
OCCC#Cc1ccc(CN2CCC(CO)(Cc3ccccc3Cl)CC2)cc1	?
Cc1ccc2[nH]c(=O)c3cc(C(=O)N(C)c4ccc(Br)cc4)sc3c2c1	-17%
C=CCNC(=O)N[C@H]1CCN2C(=O)c3cc(Br)ccc3NC(=O)[C@@H]2C1	-18%[44.1 µM]
CCNC(=O)C1(CCO)CCN(Cc2ccccc2)C1 (stereo not given)	-4%
CCOCCNC(=O)c1c(C)noc1-c1ccc(OC)cc1	10%
N#Cc1ccccc1CSc1nnc(-c2ccccc2)o1	21%
CN1CCN(CCCNC(=O)CN2CC3CC(C2)[C@H]2CCCC(=O)N2C3)CC1 (stereo not given in full)	-2%
COc1ccc(-c2nc3ccccc3n3c(-c4ccc(OC)cc4)c4c(=O)n(C)c(=O)n(C)c4c23)cc1	37%[activator]
CN(Cc1ccccc1C(F)(F)F)Cc1cccc2ccccc12	i
Cc1cc(C(=O)N2C[C@@H](COc3ccccc3)[C@H](C(N)=O)C2)no1	-7%

The final two compounds of the section above come first, to join the parts:
smiles	Pf Dd2 growth
CN(Cc1ccccc1C(F)(F)F)Cc1cccc2ccccc12	i
Cc1cc(C(=O)N2C[C@@H](COc3ccccc3)[C@H](C(N)=O)C2)no1	-7%
COCc1cc(CNC(=O)C2(Oc3ccc(Cl)cc3)CCNCC2)[nH]n1	10%
COc1ccccc1NC(=O)Cn1c(=O)c(CNc2ccc(C)cc2)cc2cc3c(cc21)OCCO3	-2%
COc1ccc(C(=O)N[C@@H]2CCC[C@@H]2C(=O)NCc2ccc3c(c2)OCO3)cn1	-7%
CCCCn1c(CNC(=O)OC(C)(C)C)nc2cccnc21	-13%[44.1 µM]
COc1ccc(NC(=O)[C@@H]2C[C@@H](c3cccc(C(F)(F)F)c3)N(C)C2)cc1	?
Cc1ccc(NC(=O)Cn2cc3c(n2)CCCC3)cc1Cl	?
CCOCC(=O)N1CCCn2ccnc2C1C(C)C (stereo not given)	-6%
CC(C)c1ccc(CC(=O)N2CCCc3ncc(C(=O)Nc4cccc(C(F)(F)F)c4)cc32)cc1	i
CN1C(=O)c2cccn2CC1CNC(=O)COc1ccccc1 (stereo not given)	?
CC(CCc1ccccc1)NC(=O)Cn1c(=O)nc(-c2ccccc2F)c2cc(Cl)ccc21 (stereo not given)	-22%
COc1ccc(NC(=O)CN2C(=O)C(C)N=C(c3ccccc3)c3ccccc32)cc1OC (stereo not given)	?
O=C(NCc1ccc2c(c1)OCO2)c1nc(-c2ccc(Cl)cc2Cl)c2ccccn12	i
O=C(c1cccnn1)N1CCC2(CCCN(C3CCOCC3)C2=O)C1 (stereo not given)	1%
Cc1ccc(C(=O)/C=C/c2cn(CC(O)CN3CCc4ccccc43)c3ccccc23)cc1 (stereo not given)	5.6µM*
NC(=O)CNC(=O)C1=C[C@@H](Oc2cc(F)ccc2Br)[C@H](O)[C@H](O)C1	10%[44.1 µM]
CCc1ccc(C(=O)N2CCC3(CC2)c2nccn2-c2ccccc2CN3C)cc1	-6%[5.79 µM]
Cc1c(-c2nnc(SCC(=O)Nc3ccc(Br)cc3)o2)nnn1-c1ccc(F)cc1	-10%
Cc1cccc(C(=O)N2CCCN(Cc3ccncc3)C(c3ccccc3)CC(=O)NCC2)c1 (stereo not given)	2.2µM*
COc1ccc(-c2cn3nc(SCC(=O)Nc4cccc(C)c4C)ccc3n2)cc1	-14%
O=C(O)C1(c2ccccc2)CCN(S(=O)(=O)c2cc(C(F)(F)F)cc(C(F)(F)F)c2)CC1	?
COc1ccc(-c2nc(-c3ccccc3)nc3c2CN([S+](=O)([O-])c2cccs2)CC3)cc1	?
CCCN1CCN(c2cc3c(cc2F)c(=O)c(S(=O)(=O)c2ccc(CC)cc2)cn3CC)CC1	10µM*
COc1ccccc1C(=O)NC[C@@H]1CC[C@H]2C[C@@H]1C2(C)C	?
O=C([C@@H]1C[C@H](Oc2cccnc2)CN1S(=O)(=O)Cc1ccccc1F)N1CCOCC1	10%
CCc1noc(-c2cn(C3CCN(C(=O)c4ccc(OC)cc4OC)CC3)nn2)n1	i
O=C(c1c2c(nc3ccccc13)CCCC2)N1CCCC(c2nc(C3CCOCC3)no2)C1 (stereo not given)	i
CCc1ccc(NC(=O)C(NS(=O)(=O)c2cccs2)C(C)C)cc1 (stereo not given)	9%
Cc1ccc(C)c(Cn2c3ccccc3c3cnn(CC(=O)NCC(C)c4ccccc4)c(=O)c32)c1 (stereo not given)	18%
O=C(COc1ccc(F)cc1)Nc1ccc2nc(SCC(=O)N3CCOCC3)sc2c1	?
CC(C)c1nncn1C1CCN(S(=O)(=O)c2ccc(F)c(F)c2)CC1	-22%

(more compounds)
smiles	Pf Dd2 growth
COC(=O)c1ccc(CN2C(=O)[C@@H]3C[C@@H](O)CN3C3(CN(C4COC4)C3)C2=O)cc1	-14%[44.1 µM]
COc1ccc(CCNc2ncnc3c2c(-c2ccccc2)cn3-c2ccc(F)cc2)cc1OC	?
Cc1cccc(NC(=O)Cn2c(N3CCc4ccccc4C3)nc(C)cc2=O)c1	-25%
COc1ccc2cc1Nc1ccc(cc1)C[C@H](NCc1ccncc1)C(=O)N(C)[C@H](C(=O)NCc1ccc(OC(F)(F)F)cc1)C2	-20%
Cc1ccc(C2=NC3(CCN(C(=O)c4cccc(F)c4)CC3)ON2)cc1	?
CCn1c2c(c(=O)n1Cc1ccccc1)CCN(C(=O)c1ccc(Oc3ccccc3)cc1)C2	?
Cc1ccc(N2CC(NC(=O)c3cccc(CCC(C)(C)O)c3)CC2=O)cc1 (stereo not given)	-21%
COc1ccc(N2CCN(Cc3nc4c(c(=O)n(C)c(=O)n4C)n3C(C)C)CC2)cc1	2%
CC(C)c1ccc(NC(=O)CCC2CCN(C(=O)c3ccccc3)CC2)cc1	i
O=C(NCc1cccnc1)c1ccc(N2CCC(NCCCn3ncc4ccccc43)CC2)cc1	?
CCn1c(=O)c2sccc2n2c(CCCC(=O)N3CCN(c4ccccc4OC)CC3)nnc12	-23%
COC(=O)C(CCSC)NC(=O)c1cc2c(n(-c3ccccc3)c1=O)CC(C)(C)CC2=O (stereo not given)	1%
CC(C)c1ccc(NC(=O)CN2C(=O)COc3ccc(S(=O)(=O)Nc4ccccc4)cc32)cc1	-10%
CCOc1ccc(-c2cc3c(=O)n(CCNC(=O)Cc4ccccc4C)ccn3n2)cc1	?
CSc1ccc(CNC(=O)C2CCN(c3cc(C(F)(F)F)nc(C)n3)CC2)cc1	i
COc1ccc(-c2cc(C(C)=O)c(C)n2CCC(=O)Nc2cc(C)ccc2OC)cc1	-4%
CC1CCc2c(sc(NC(=O)COc3ccccc3)c2C(=O)Nc2ccccc2Cl)C1 (stereo not given)	98%[activator]
Cc1ccc(NC(CNS(=O)(=O)c2ccc(Cl)cc2)c2ccccc2)cc1 (stereo not given)	8%
CCCCOC(=O)c1ccc(Nc2ncnc3c2cnn3-c2cccc(C)c2)cc1	i
CN(Cc1ccc(N(C)C)cc1)Cc1ccccc1C(F)(F)F	i
C=CCn1cc2c3c(cccc31)[C@H](CC(C)C)N[C@H](C(=O)NCCC)C2	?
Cc1ccc(-c2csc(-c3nc(-c4ccc(Br)s4)cs3)n2)cc1	7%
CN1CCCCCCN(S(=O)(=O)c2cccs2)CCC1=O	-20%
CCc1ccc(CN2CCCC(CNC(=O)c3cccc(OC)c3OC)C2)cc1 (stereo not given)	i
COc1ccccc1N1CCN(C(=O)C2CCCN(S(=O)(=O)c3ccc4c(c3)oc(=O)n4C)C2)CC1 (stereo not given)	?
COc1ccccc1CNC(=O)CCCCn1c(=O)c2ccccc2n(CC(=O)Nc2cccc(Cl)c2)c1=O	-7%
Cc1ccc(NC(=O)C(Cc2ccccc2)NS(=O)(=O)c2cccs2)cc1Cl (stereo not given)	12%
COC[C@@H]1CN(C(C)C)C[C@H]1c1nc(C2CC2)no1	-2%
CC1=C[C@@H](CN2CCC(O)CC2)[C@H](C(C)C)C[C@H]1Cc1nnc(C)o1	-27%[44.1 µM]
COc1cccc([S+](=O)([O-])N2CCC3(CC(C(C)C)=NO3)C2)c1 (stereo not given)	1%

New compounds follow
smiles	Pf Dd2 growth
Cn1cnc(S(=O)(=O)N2CCC(Oc3ccc(-c4noc(C5CC5)n4)cc3)C2)c1 (stereo not given)	22%[5.79 µM]
CC(=O)NCC(=O)N1Cc2ccccc2CC2(CCCN2C)C1 (stereo not given)	22%
Cc1nc(-c2ccc(Cl)cc2)n(Cc2cccc(C(F)(F)F)c2)c(=O)c1CCO	-28%
O=C(c1ccc(C(F)(F)F)cc1)N1CCC(N2CCOCC2=O)CC1	6%
Cc1ccc(CSc2nc(-c3cccs3)ccc2C#N)cc1	79%[activator]
COc1cccc(NC(=O)c2oc3ccccc3c2NC(=O)C23CC4CC(CC(C4)C2)C3)c1	?
COc1ccc(CN2C(=O)COC[C@H]2C(=O)NCc2ccc(Cl)cc2)cc1OC	6%
CCOC(=O)c1c(S(=O)(=O)NCC(=O)Nc2cc(C)ccc2OC)c(C)n(C)c1C	-10%
CC(=O)Nc1ccc(C(=O)NC2CCN(c3cc(-c4ccccc4)[nH]n3)CC2)cc1	i
COc1cccc(CNC(=O)c2nnn3cc(C)[nH]c(=O)c23)c1	-20%
COc1ccc(C(=O)NCC(=O)N2CCCCCNC(=O)CC2c2ccccc2)c(OC)c1 (stereo not given)	i
CC(C)CN1CCc2nc(N3CCN(c4ncccn4)CC3)ncc2C1	?
Cc1nnc(-c2cc(-c3ccncc3)ccn2)n1CCN1CCOCC1	-22%[44.1 µM]
COc1ccc(CCC(=O)NCc2nc3cccnc3n2Cc2cccc(OC)c2)cc1	-10%
CCc1ccccc1NC(=O)Cn1ccn(Cc2ccccc2)c(=O)c1=O	-19%
Cc1ccc(NC(=O)Cn2c(=O)n(Cc3ccco3)c(=O)c3sc4ccccc4c32)cc1C	7%
COC1CCC12CCN(C(=O)c1cnn(C)c1)CC2 (stereo not given)	-16%
CCc1ccc2occ(CC(=O)Nc3c(C(=O)c4ccc(F)cc4)oc4ccccc34)c2c1	?
COc1ccccc1NC(=O)CSc1nnc(N)s1	33%[activator]
CC1CCCN(C(=O)Cn2ncc3c([nH]c4ccccc43)c2=O)C1 (stereo not given)	i

Compounds shown so far that have a CF3 group (9):
smiles	Pf Dd2 growth
CN(Cc1ccccc1C(F)(F)F)Cc1cccc2ccccc12	i
COc1ccc(NC(=O)[C@@H]2C[C@@H](c3cccc(C(F)(F)F)c3)N(C)C2)cc1	?
CC(C)c1ccc(CC(=O)N2CCCc3ncc(C(=O)Nc4cccc(C(F)(F)F)c4)cc32)cc1	i
O=C(O)C1(c2ccccc2)CCN(S(=O)(=O)c2cc(C(F)(F)F)cc(C(F)(F)F)c2)CC1	?
COc1ccc2cc1Nc1ccc(cc1)C[C@H](NCc1ccncc1)C(=O)N(C)[C@H](C(=O)NCc1ccc(OC(F)(F)F)cc1)C2	-20%
CSc1ccc(CNC(=O)C2CCN(c3cc(C(F)(F)F)nc(C)n3)CC2)cc1	i
CN(Cc1ccc(N(C)C)cc1)Cc1ccccc1C(F)(F)F	i
Cc1nc(-c2ccc(Cl)cc2)n(Cc2cccc(C(F)(F)F)c2)c(=O)c1CCO	-28%
O=C(c1ccc(C(F)(F)F)cc1)N1CCC(N2CCOCC2=O)CC1	6%
